MITF TRPM1 inh: inhibitors of MITF-driven TRPM1 promoter in melanoma cells; 330,000 compounds, 0.83% hits; inhibition, % at 12.5 µM; AID 488899; SK-MEL-5 TRPM1 promoter luciferase, 24 h;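 active means mean inhibition across replicates of 60% or more, whatever share of single replicates reaches that level; inconclusive means some that reach 60%, reason not given; inactive means mean inhibition across replicates below 60%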; further: values of inactives mirror those of a sister screen read the other way
Peg3 prom inh: inhibitors of Peg3 promoter; HeLa PEG-Prom luciferase reporter, luminescence, overnight; inhibition, % at 20 µM; 360,000 compounds, 1.7% hits;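 active means inhibition of at least 50% at 20 µM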
KKLEB tox: reduces viability of KKLEB cystic fibrosis airway cells | KKLEB CF airway cells viability, ATPlite luminescence, overnight; active compounds read low; cells stimulated with P. aeruginosa culture filtrate | activity change (cytotoxicity), % at 5 µM | 360,000 compounds, 0.36% hits;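 active means corrected activity change at or below -50% at 5 µM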
NR2E3 ag-1: activates human photoreceptor nuclear receptor NR2E3. Q9Y5X4. GST-NR2E3/biotin-RetCOR TR-FRET, 1536-well. inhibition of corepressor binding, % at 4.78 µM. 320,000 compounds, 0.12% hits. AID 2300;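 active means percent inhibition above the cutoff of mean plus 3 SD of all tested compounds, set per screening campaign, cut at about 20% in these data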;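 further: 0% = DMSO wells and 100% = biotin wells as full block of FRET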
Target sequence (Q9Y5X4 whole entry, looked up): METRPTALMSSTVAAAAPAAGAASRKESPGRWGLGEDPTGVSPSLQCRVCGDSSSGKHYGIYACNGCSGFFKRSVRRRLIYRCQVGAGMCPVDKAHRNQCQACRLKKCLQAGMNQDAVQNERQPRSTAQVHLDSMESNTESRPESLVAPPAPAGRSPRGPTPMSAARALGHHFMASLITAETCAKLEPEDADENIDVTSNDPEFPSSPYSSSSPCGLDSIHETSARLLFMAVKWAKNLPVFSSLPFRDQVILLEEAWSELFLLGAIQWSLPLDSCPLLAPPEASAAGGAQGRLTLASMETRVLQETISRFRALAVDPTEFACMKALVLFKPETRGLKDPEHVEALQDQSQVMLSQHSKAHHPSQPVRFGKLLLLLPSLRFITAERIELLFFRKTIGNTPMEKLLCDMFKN
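Assay system: NR2E3–RetCOR corepressor complex. Quantity: 1.35 nM GST-NR2E3. Buffer or medium: pH 7.5 Tris-based buffer. Reagent: biotinylated RetCOR corepressor at 7 nM final. Schedule: 5 h at 4 °C. Detection: TR-FRET, emission read at 617 and 671 nm. Replicates: one well per compound, singlicate testing.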
Shn3 3UTR inh: reduces Shn3 3'UTR luciferase signal in osteoblasts. Clone20 osteoblast Shn3 3'UTR firefly luciferase, 24 h. inhibition, % at 12.5 µM. 360,000 compounds, 0.52% hits;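 active means mean inhibition of at least 75% with every replicate also reaching 75%; inconclusive means mean inhibition at least 75% but some replicate below; inactive means mean inhibition below 75%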;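 further: 0% = median of neutral control wells and 100% = pilot-screen positive control compound; some compounds past the cut are filed as inactive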
PDI inh: PDI (human) enzyme inhibition; PDI insulin aggregation turbidity, A650, 90 min; inhibition, % at 10 µM; 350,000 compounds, 0.052% hits; AID 588391;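 active means mean inhibition across replicates of 30% or more, whatever share of single replicates reach that level; inconclusive means mean inhibition below 30% while every single replicate reaches 30%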;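 further: absorbance from insulin aggregation driven by PDI reduction with DTT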
Target sequence (P07237 whole entry, looked up): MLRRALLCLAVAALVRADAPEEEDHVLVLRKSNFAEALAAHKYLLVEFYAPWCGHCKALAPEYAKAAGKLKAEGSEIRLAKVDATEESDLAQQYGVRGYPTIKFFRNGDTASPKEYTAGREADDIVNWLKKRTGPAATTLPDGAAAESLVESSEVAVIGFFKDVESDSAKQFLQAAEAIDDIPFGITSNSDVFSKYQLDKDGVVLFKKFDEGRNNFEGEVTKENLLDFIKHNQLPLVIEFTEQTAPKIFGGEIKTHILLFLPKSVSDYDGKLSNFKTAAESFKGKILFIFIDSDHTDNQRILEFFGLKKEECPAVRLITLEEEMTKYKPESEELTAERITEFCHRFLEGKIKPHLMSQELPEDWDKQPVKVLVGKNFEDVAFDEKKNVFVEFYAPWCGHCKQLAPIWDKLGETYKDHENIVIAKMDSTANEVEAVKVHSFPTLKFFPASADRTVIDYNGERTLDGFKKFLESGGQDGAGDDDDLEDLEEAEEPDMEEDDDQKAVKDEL
HIF-2a block: HIF-2a inhibition. 786-0 RCC cells HIF-2a reporter, luciferase luminescence, overnight. inhibition, % at 18.8 µM. 360,000 compounds, 0.72% hits. AID 624352;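 active means inhibition of the luminescence signal of 40% or more relative to plate controls, in a single-dose primary screen at 18.75 µM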
Vif imaging: inhibitors of HIV Vif | HEK293T cells, Vif self-association by quenched fluorescence, imaging, 24 h | inhibition, % at 7.49 µM | 340,000 compounds, 0.35% hits; in the data active means inhibition above about 50%, passing the limit was not always enough; inconclusive means no clear call, values can overlap the other calls; inactive means below about 31%; further: some results filed as inactive read as strong as hits
CaV13 ICDI inh: Primary screen for inhibitors of IQ motif and Ca2+-dependent inactivation inhibitor domain binding in CACNA1D, Förster resonance energy transfer in living cells, …; HEK cells, CFP/YFP FRET ICDI-IQ, plate reader, 10 min; percent FRET-ratio fall versus neutral wells; AID 743397; 340,000 compounds, 0.098% hits; inhibition, % at 12.3 µM;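 active means mean replicate inhibition of at least 30% and at least 1% of replicates passing that level; inconclusive means only one of the two criteria is met; inactive means neither criterion is met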;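 further: 0% = median of the neutral control wells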
CF NFkB inh: inhibitors of cystic fibrosis induced NF-kB | inhibition, % at 5 µM | AID 588850 | KKLEB NF-kB-GFP reporter, PAF-induced, GFP fluorescence overnight | 360,000 compounds, 0.86% hits;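 active means at least 50% inhibition at 5 µM, scaled per plate between neutral and stimulator controls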;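 further: PAF is a Pseudomonas aeruginosa culture filtrate used as stimulus; plate controls were PAF-stimulated DMSO wells for no effect and unstimulated DMSO wells for full effect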
NR2E3 ag-2: agonists of human NR2E3 nuclear receptor. Q9Y5X4. 360,000 compounds, 0.35% hits. AID 602229. CHO-S Gal4-NCOR/VP16-NR2E3 two-hybrid, luciferase. inhibition of corepressor binding, % at 3.98 µM;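 active means inhibition above the mean of all tested compounds plus 3 SD, cut at about 70% in these data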;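 further: 0% = DMSO with NR2E3 transfected cells and 100% = cells lacking NR2E3 construct; higher means lower luciferase signal from less NR2E3 corepressor binding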
The depositor's hits bear a star; ? = inconclusive; / = no result given; & = joins results of further samples.

Molecule | MITF TRPM1 inh | Peg3 prom inh | KKLEB tox | NR2E3 ag-1 | Shn3 3UTR inh | PDI inh | HIF-2a block | Vif imaging | CaV13 ICDI inh | CF NFkB inh | NR2E3 ag-2
COCCCNC(=S)Nc1cc2oc3ccccc3c2cc1OC | 13 | -8 | -18 | / | 15 | 1 | -36 | -1 | / | 41 | -43
COC(=O)c1sccc1NC(=S)Nc1cc(C)ccc1OC | 10 | 11 | 0 | 3 | / | -1 | 14 | 5 | -7 | 0 | -17
COc1cc2ncnc(NCc3cccs3)c2cc1OC | -40 | -67 | 6 | 0 | 9 | 10 | -64 | 11 | -7 | 12 | -19
CCc1[nH]nc(C(=O)NC2CCCN(Cc3ccccc3F)C2)c1C (stereo not drawn) | 1 | 4 | 8 | -1 | 5 | 1 | -1 | -4 | -2 | 2 | 8
NC(=O)COc1ccc(NC(=O)c2ccccc2-c2ccccc2)cc1 | 6 | 11 | 12 | 3 | -1 | -6 | 17 | -11 | 0 | -3 | -13
Cn1ncc(Br)c1C(=O)N1CCc2ccccc21 | 5 | 9 | -1 | -1 | -4 | -19 | 10 | -5 | -4 | 4 | 12
Cc1ccc([C@H]2C[C@H](n3cc(COC(=O)c4ccccc4)nn3)[C@@H](O)CN2C(=O)C2CCCCC2)cc1 | / | 10 | 8 | / | 6 | 4 | 3 | -1 | -11 | -14 | -1
COc1ccc(-c2cc(-c3nnc(COC(=O)C4CC4)o3)c3ccccc3n2)cc1OC | -7 | 22 | -2 | 1 | 8 | -9 | -20 | -1 | -5 | -34 | -13

Record cards, as listed above. Order of values: MITF TRPM1 inh, Peg3 prom inh, KKLEB tox, NR2E3 ag-1, Shn3 3UTR inh, PDI inh, HIF-2a block, Vif imaging, CaV13 ICDI inh, CF NFkB inh, NR2E3 ag-2
Listed for Cn1ncc(Br)c1C(=O)N1CCc2ccccc21 → 5, 9, -1, -1, -4, -19, 10, -5, -4, 4, 12
Listed for COc1ccc(-c2cc(-c3nnc(COC(=O)C4CC4)o3)c3ccccc3n2)cc1OC → -7, 22, -2, 1, 8, -9, -20, -1, -5, -34, -13
Listed for NC(=O)COc1ccc(NC(=O)c2ccccc2-c2ccccc2)cc1 → 6, 11, 12, 3, -1, -6, 17, -11, 0, -3, -13

Next entries follow.
Molecule | MITF TRPM1 inh | Peg3 prom inh | KKLEB tox | NR2E3 ag-1 | Shn3 3UTR inh | PDI inh | HIF-2a block | Vif imaging | CaV13 ICDI inh | CF NFkB inh | NR2E3 ag-2
COc1cc(C(=O)Oc2cccc(Nc3ncnc4ccccc34)c2)cc(OC)c1OC | 26 | 62* | 6 | 1 | 69 | -3 | -47 | -18 | -7 | -1 | 33
CCN(C[C@H]1N[C@@](CC)(C(=O)OC)[C@H]2C(=O)N(C)C(=O)[C@@H]12)S(=O)(=O)c1ccc(C(F)(F)F)cc1 | -8 | 9 | -1 | / | -2 | 15 | 4 | 1 | -3 | -2 | -33
COc1ccc(CC(=O)Nc2ccc(NC(=O)c3ccccc3F)cc2)cc1 | 3 | 7 | -4 | 1 | 16 | 1 | 7 | 1 | -6 | 0 | -31
O=C(/C=C/Nc1ccc(S(=O)(=O)Nc2ncccn2)cc1)c1ccc2ccccc2c1 | -10 | -42 | -4 | -1 | -5 | -2 | -25 | -4 | -17 | -8 | 9
Cc1ccccc1NC1c2ccccc2C(=O)N1Cc1ccco1 (stereo not drawn) | / | 8 | -13 | 2 | -2 | / | 15 | 1 | -7 | 3 | 23
COC(=O)C(NC(C)=O)(Nc1ccccn1)C(F)(F)F (stereo not drawn) | 13 | 8 | 0 | 0 | -3 | 4 | 8 | -6 | / | 12 | -17
COc1ccccc1C=NN=C(NN=Cc1ccccc1OC)NN=Cc1ccccc1OC | 88* | 3 | -4 | / | 43 | ? | -147 | -21 | -11 | 34 | 1
O=C(/C=C/c1ccc(F)cc1)N1CCN(c2ncccn2)CC1 | -10 | -65 | 4 | 1 | -36 | -1 | -72 | 5 | -4 | 0 | -11
CCCCN(C(=O)CN1CCOCC1)c1c(N)n(CC(C)C)c(=O)[nH]c1=O | -5 | 9 | 8 | 3 | 4 | 4 | 17 | 3 | -19 | -11 | 1
CC(/C=C/c1ccc(OCc2ccccc2)cc1)=N\O | -48 | -251 | -10 | -1 | -107 | 1 | -223 | 10 | -5 | 17 | -84
Cn1c(N)c(S(=O)(=O)NCc2ccc(Cl)cc2)c(=O)n(C)c1=O | 3 | 24 | -1 | -3 | -8 | 0 | 13 | 8 | -4 | 13 | -44
COc1ccc(C(=O)Nc2ccccc2C(=O)NC(Cc2c[nH]c3ccccc23)C(=O)O)cc1 (stereo not drawn) | -6 | 6 | 1 | 2 | 1&23 | 5 | 15 | 0&-5 | -5 | -2 | -11
COC(=O)c1sc(=S)n(-c2cccc(Cl)c2)c1N | -7 | -15 | 1 | -1 | -14 | 10 | -26 | 6 | -7 | 1 | 4
CCN(CC)c1ccc(C=NCCNS(=O)(=O)c2ccc(C)cc2)cc1 | -4 | 9 | 4 | 3 | -3 | -3 | 1 | 11 | -4 | -9 | 11
CC1CCCN(C(=O)COC(=O)/C=C/c2ccc(C(F)(F)F)cc2)C1 (stereo not drawn) | 5 | -10 | -6 | 3 | -14 | 1 | 0 | 4 | -4 | 22 | -6
CC(C)[C@H](NC(=O)OC(C)(C)C)c1nnc(S(=O)(=O)Cc2c(F)cccc2Cl)o1 | 99* | 104* | -2 | 3 | 95* | -8 | 40* | -7 | -7 | 83* | -34
COC(=O)c1ccc(Oc2nc3ccccc3n3c(C)nnc23)cc1 | -4 | -4 | 11 | 1 | -11 | -4 | 5 | -13 | -5 | -31 | -9
CCCCc1cc(=O)oc2c(CN3CCCC3)c(O)ccc12 | 7 | 3 | 5 | -2 | 11 | -1 | 5 | 6 | -6 | -12 | -4
CCOC(=O)CCc1c(C)c2ccc(O)cc2oc1=O | -4 | -18 | 5 | 2 | -1 | 0 | -43 | 15 | -6 | -4 | -15
CSc1ccc(/C=C/C(=O)c2ccc(O)cc2)cc1 | -91 | -182 | -26 | 2 | -36 | 11 | -210 | 0 | -11 | 19 | -52
O=C1NCCOC(=O)[C@H](Cc2ccc(F)cc2)CC/C=C/C[C@H]1CC(=O)N(CCO)Cc1ccccc1 | 8 | 4 | -1 | / | 18 | 0 | 16 | -10 | -10 | 2 | -14
O=C(NCC(c1ccco1)N1CCc2ccccc2C1)c1ccc(Cl)cc1 (stereo not drawn) | -3 | 0 | 0 | 2 | 2 | 0 | -4 | -2 | -6 | -10 | 13
CCc1nnc(NC(=O)CSc2nnc(Cc3cc(=O)[nH]c(=O)[nH]3)n2-c2ccc(OC)cc2)s1 | / | 0 | 10 | -3 | -7 | / | 12 | 7 | -7 | -9 | -26
O=C(Cn1ccccc1=O)c1cccs1 | -7 | 5 | -3 | 1 | -3 | 19 | 11 | 14 | -8 | 4 | 9

Other entries
Molecule,MITF TRPM1 inh,Peg3 prom inh,KKLEB tox,NR2E3 ag-1,Shn3 3UTR inh,PDI inh,HIF-2a block,Vif imaging,CaV13 ICDI inh,CF NFkB inh,NR2E3 ag-2
Cc1ccc(-n2c(C(C)n3nc(C)c([N+](=O)[O-])c3C)n[nH]c2=S)cc1 (stereo not drawn),-8,-4,-7,-3,-9,4,2,-5,-4,7,-12
CC(=O)c1c[nH]c2ccc(C)cc2c1=O,4,3,-12,-2,-3,-2,7,-5,-4,4,-40
CCOc1ccc(NC(=O)c2ccccc2NC(=O)c2cccnc2)cc1,-5,13,9,2,9,-8,3,-2,-4,-8,-32
O=c1c(Cc2ccccc2)c(O)nc2n1CCS2,-2,8,13,-1,-6,-2,10,6,-4,-11,-1
Cc1ccc(S(=O)(=O)N2CCC(C(=O)NCCN3CCOCC3)CC2)cc1,/,4,9,/,-8,-3,8,-2,-10,2,-8
COc1cc(C(F)(F)F)c(C(=O)NCc2cccc(Cl)c2)cn1,-10,13,14,-3,/,13,5,5,-5,-17,-24
CCC(C)(C)n1nnnc1C(C(C)C)N1CCC(C(N)=O)CC1 (stereo not drawn),9,13,5,0,-4,-6,13,12,-5,-26,6
O=C(Cn1ncn2c(cc3ccccc32)c1=O)NCCc1cccs1,11,11,-7,-2,-15,-14,8,5,/,-14,-1
COc1ccc(-c2nc(N)n(C(=O)c3ccccc3Cl)n2)cc1,-15,-1,-21,0,7,2,-17,1,-18,12,-12
O=C(NCCCn1ccnc1)C1CC(c2ccccc2Cl)=NO1 (stereo not drawn),-1,12,-13,3,-17,-1,19,-5,18,7,-5
CCC(C)C(NC(=O)c1ccccc1NC(=O)c1ccc(C)cc1)C(=O)O (stereo not drawn),-14,-45,6,2,-24,0,-51,3,-18,-12,-64
COc1ccc(C(=O)NNC(=O)COc2ccc(Cl)cc2)c(OC)c1,1,7,-15,-1,9,-9,-1,-2,-7,-22,-7
CCSC(=O)NC12CC3CC(CC(C3)C1)C2,11,39,-20,1,-8,0,-6,-10,-10,-11,12
CCC1(CC)NC(=O)N(CC(=O)OCC(=O)Nc2ccccc2[N+](=O)[O-])C1=O,-5,13,-20,1,0,-4,18,5,-7,-14,-6
COc1ccc(CN2C(=O)CCCc3ccccc32)cc1,-7,26,6,-3,2,11,22,2,0,-1,-13
CC(NC(=O)Cc1ccc(NS(=O)(=O)c2cccc(C(F)(F)F)c2)cc1)c1ccccn1 (stereo not drawn),8,2,-1,3,0,-2,10,-2,-2,11,10
COc1ccc(C(=O)NCc2ncccc2C)cc1OC1CCN(C(C)=O)CC1,2,-2,14,-3,-2,-72,-1,-7,-3,-16,-15
Cc1cc(=O)oc(C)c1C(=O)NCC1COc2ccccc2O1 (stereo not drawn),5,2,2,-4,0,0,1,-4,-7,7,11
Cc1ccc(C(=O)n2cnnc2N)cc1C,11,-16,6,1,-18,0,-19,-2,-5,20,-9
O=C(CNC(=O)c1ccccc1)OCC(=O)N1N=C(c2ccc(Cl)cc2)CC1c1ccco1 (stereo not drawn),-4,-1,-18,5,-4,5,15,6,-18,10,-5
O=C(Nc1ccccc1Cl)c1cc(C2CCCCN2C(=O)c2cccs2)on1 (stereo not drawn),/,7,0,/,7,-1,-10,-8,-9,7,-8
Nc1nc(-c2ccco2)nn1S(=O)(=O)c1ccc(Cl)cc1,7,-4,3,1,2,-6,8,2,-7,-7,-22

High-throughput results: PubChem BioAssay, several laboratories
